Assay outcomes from PubChem BioAssay.
mcGAS lum: inhibitors of mouse cGAS; Q8C6L5; recombinant cGAS, Kinase-Glo ATP depletion luminescence; actives 0.15% (n = 160,000); inhibition, % at 12.5 µM;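 further: 0% = negative control wells and 100% = reference inhibitor with no enzyme activity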
hcGAS lum: human cGAS inhibition; actives 0.081% (n = 290,000); AID 1259398; inhibition, % at 12.5 µM; recombinant h-cGAS, ATP depletion, Kinase-Glo luminescence;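 further: 0% = vehicle reaction and 100% = reaction without DNA for no activity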
Target sequence (Q8N884 whole entry, looked up): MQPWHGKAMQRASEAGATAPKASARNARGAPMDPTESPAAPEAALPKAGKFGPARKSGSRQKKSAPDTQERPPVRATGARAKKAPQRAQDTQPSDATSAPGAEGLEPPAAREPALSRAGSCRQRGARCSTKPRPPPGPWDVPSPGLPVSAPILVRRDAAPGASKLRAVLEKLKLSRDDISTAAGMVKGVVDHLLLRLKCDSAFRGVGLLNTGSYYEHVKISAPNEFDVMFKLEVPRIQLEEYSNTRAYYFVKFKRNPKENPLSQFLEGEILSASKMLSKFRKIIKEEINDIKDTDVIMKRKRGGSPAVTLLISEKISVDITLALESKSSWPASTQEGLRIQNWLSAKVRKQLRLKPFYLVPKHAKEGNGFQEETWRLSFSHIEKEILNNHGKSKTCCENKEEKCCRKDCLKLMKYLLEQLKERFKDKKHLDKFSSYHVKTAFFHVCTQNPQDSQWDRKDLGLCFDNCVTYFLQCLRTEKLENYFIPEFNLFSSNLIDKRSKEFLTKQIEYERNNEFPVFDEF
NPYLR7 agonist: mosquito NPYLR7 agonism; HEK293T NPYLR7/Galpha15, GCaMP6s calcium fluorescence; actives 0.15% (n = 270,000); activation, % at 10 µM; in the data active means activation above about 40%;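 further: 0% = vehicle and 100% = reference agonist at the receptor; some compounds past the cut are filed as inactive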
* hit, by the source's call; nt = not tested or not shown; & = joins results of further samples. Unless noted, no stated cut-off is given here; in the data, active means inhibition above about 40%; inactive means the rest. This is a random part of the collection; about 0.27% have a hit in one of these screens.

SMILES,hcGAS lum,mcGAS lum,NPYLR7 agonist
CCCCNC(=O)N(Cc1ccc(OS(=O)(=O)CC)cc1)CC(C)C,-4,-4,8
Nc1ncc(-c2ccc(C(=O)c3ccccc3)cc2)cc1-c1ccccc1F,4,1,-6
CCCN(Cc1c(C)nn(-c2ccccc2)c1N1CCN(C)CC1)S(C)(=O)=O,0,1,-11
COc1cccc(C(CC(=O)N2CCC3(CC2)OCCO3)c2c[nH]c3ccccc23)c1OC (stereo unspecified),-4,-7,9
Cc1ccc(C(=O)NC2CC(C)N(C3CC3)C2)cc1I (stereo unspecified),5,nt,-1
CCOc1ccccc1C(=O)N1CCC(c2c[nH]c3ccccc23)CC1,-5,-5,19
CNC(=O)CCN(C)Cc1cccc2c(C)c(C)[nH]c12,-2,-9,5
COc1cccc(CNC(=O)CN(C)CCOc2ccc(O)cc2)c1,-4,nt,-10
CCN(CC)CCN(C(=O)c1ccccc1OC)c1nc2c(F)cc(F)cc2s1,-8,-6,-6
Cc1cccc(C2CC2C(=O)Nc2cc(F)cc(S(N)(=O)=O)c2)c1 (stereo unspecified),-7,nt,3
CC(=O)N[C@@H](Cc1cnc[nH]1)C(=O)N1CCCN(C2CCCCC2)CC1,-5,-2,nt
Cc1ccc(CN(CC(O)COCc2ccccc2)CC2CCCO2)s1 (stereo unspecified),-7,-6,21
COc1ccccc1CN(C)C(=O)c1ccc(N2CCCCC2=O)cc1,-8,nt,5
CC(C)n1nnnc1SCC(=O)Nc1cccc(F)c1,-3,-4,0
CN(CC(O)COc1ccc(C(=O)c2ccccc2)cc1)C1CCCC1 (stereo unspecified),0&0,13,2&3
CC(C)(C)C(=O)N1CCC(C(=O)N(CC#N)CC#N)CC1,1,-5,nt
CCOC(=O)C1(Cc2ccc(F)cc2)CCCN(C(=O)Cn2nc3ccccc3n2)C1 (stereo unspecified),1,nt,2
COc1ccc(-c2cc(N)n(-c3ccc(C(=O)N4CCCCC4)cc3)n2)cc1,3,3,2
CCOC(=O)c1ccc(NC(=O)Cn2ccn3nc(-c4ccc(OC)c(OC)c4)cc3c2=O)cc1,-8,-6,20
CN(Cc1sc(N(C)C)nc1Cl)Cc1cccc2ncccc12,-5,nt,29
COc1ccc(C2CC(=O)C3=C(C2)N=C(C)C(C#N)C3c2cccc(F)c2)cc1 (stereo unspecified),-1,0,-5
NCCc1nc(N2CCC(O)(CN3CCCC3)CC2)c2ccccc2n1,1,0,3
N#Cc1ccc(-n2ncc3c2CCN(CC(=O)N2CCN(c4ccccc4)CC2)C3)cc1,-4,nt,0
O=C(CCCOc1ccccc1)Nc1cc(-c2ccccc2)nn1-c1ccccc1Cl,-10,-7,4
Cc1ccc(S(=O)(=O)CCC(=O)OC2CC(C)OC2=O)cc1 (stereo unspecified),-4,nt,-5
NC(=O)C1CCN(c2ccc3cccc(OCc4ccc(F)cc4)c3n2)CC1,-5,-8,9
CCCc1ncncc1C(=O)NCc1cccnc1N1CCN(C)CC1,-2,nt,0
COc1ccccc1C(=O)Nc1ccnn1C1CCN(C(=O)c2cnsn2)CC1,-9,-5,-4
Cc1cc(CS(=O)(=O)NCc2ccccc2Cl)on1,3&-3,-11,-1
COC(=O)c1ccc(COC(CN2CCN(C(=O)c3c(C)noc3C)CC2)c2cccc(OC)c2)cc1 (stereo unspecified),-2,1,-2
C=CCN(Cc1ccc(C)s1)C(=O)c1cccnc1NC,-6,nt,12
Cc1ccc(-c2cc(C(=O)O)nc3c(-c4ccccc4)c(C)nn23)cc1,-3,nt,-5
CCC(=O)Nc1ccc(N(C)C)c(CN(Cc2ccc(F)cc2)C(=O)Nc2cccc(F)c2)c1,1,0,-9
COCc1ncc(CN2CCC(O)(c3ccccc3C)C2)cn1 (stereo unspecified),5,nt,-3
COc1ccc(-c2csc(=Nc3ccccc3SC)n2NC(=O)CNc2ncc(C(F)(F)F)cc2Cl)cc1,-3,-5,-16
O=C(Nc1cccc(-c2cccc(-c3ccc4c(c3)OCCO4)n2)c1)c1ccc(Cl)nc1,1,2,7
N#Cc1ccccc1NC(=O)CN1CCCCCC1,-4,nt,0
CNC(=O)C1=C(C)c2ccccc2C1,-1,-1,7
O=C(Cc1nc2cc(-c3ccccc3)sc2c(=O)[nH]1)NCc1ccccc1,-7,nt,5
CCOC(=NCCCc1ccccc1)NC(=O)c1cccc(C(F)(F)F)c1,-8,-6,-1
O=C(CSc1nnc(-c2ccco2)o1)N1N=C(c2cccs2)CC1c1cccs1 (stereo unspecified),1,-2,-3
CCSc1ccc(C(=O)NC2CCC(=O)NC2)cn1 (stereo unspecified),1,nt,-2
COc1ccc(OC)c2sc(N(CCCN(C)C)C(=O)c3ccc([N+](=O)[O-])o3)nc12,-6,-7,1
COC(=O)C1C(=O)c2c([nH]c(C(=O)OCC3CCCO3)c2C)CC1C (stereo unspecified),-10,nt,12
CCOC(=O)c1nn(-c2ccccc2C)c(=O)cc1NC(=O)c1ccc(C)c(C)c1,4,-1,nt
CC(=O)c1ccc(Oc2cc(C)nc(SCc3ccccc3C)n2)cc1,-2,-2,-1
Cc1ccc(Cc2nc(N3CCCN(C(=O)COCc4ccccc4)CC3)c3c(C)nn(-c4ccc(F)cc4)c3n2)cc1,3,0,-6
Cc1ccc(C(=O)Nc2cccc(-c3nc4ccccc4o3)c2)cc1[N+](=O)[O-],1,0,3
CC(=O)N1N=C(c2ccccc2NS(C)(=O)=O)CC1c1ccc2ncccc2c1 (stereo unspecified),-13,nt,4
Cc1cc(C)cc(N2C(=O)NC3CC2(C)Oc2ccccc23)c1 (stereo unspecified),-8,nt,0

The list goes on:
SMILES,hcGAS lum,mcGAS lum,NPYLR7 agonist
COc1ccc(-c2nnc(NC(=O)c3ccc([N+](=O)[O-])s3)o2)c(OC)c1,4,nt,-3
CCOCCn1c(=NC(=O)c2cc(C)no2)sc2cc(NC(C)=O)ccc21,0,-1,0
CC1(C)CC(=O)C(=C(O)c2ccccc2)C(=O)C1Cl (stereo unspecified),4,1,-11
c1ccc(Oc2cccc(-c3ccc4nnc(-c5ccc6nccnc6c5)n4c3)c2)cc1,-6,-8,11
Cc1[nH]cnc1-c1nccn1-c1ccc(Cl)cc1,2,nt,0
CC(=O)Oc1ccc(/C=C2\N=C(c3ccco3)OC2=O)cc1,-4,0,-6
Cc1nc(C23CC4CC(CC(C4)C2)C3)cs1,-4,-1,-1
CCCOc1cc(Nc2ccc(NC(=O)CC)cc2)nc(C)n1,-8,-6,9
Cc1ccsc1CN(Cc1ccc(F)cc1)C(=O)CN(CCN1CCOCC1)C(=O)CCC1CCCC1,-18,-7,-3
C=C(C)Cn1c(N2CCN(Cc3cc(C)ccc3C)CC2)nc2c1c(=O)[nH]c(=O)n2C,-10,nt,0
COc1ccc2c(c1)C1(SCCN1C(=O)C1CCC1)C(=O)N2Cc1cccc(C#N)c1 (stereo unspecified),-1,-2,-2
CCCCN(Cc1cccn1Cc1ccc(Br)cc1)C(=O)CN(CCOC)C(=O)C(C)(C)CCl,-2,-4,-8
COc1ccc(CC2CCN(C(=O)c3ccccc3OC(F)(F)F)CC2)cc1,-4,-6,21
C=C(C)CN1CCN(c2nc3c(c(=O)[nH]c(=O)n3C)n2Cc2ccc(Br)cc2)CC1,-2,nt,5
C=CCN(Cc1ccccc1OC)C(=O)c1ccc(NC(C)=O)cc1,0,-11,-5
CCOCCn1c(=NC(=O)CCS(=O)(=O)c2ccccc2)sc2cc(F)ccc21,-1,-1,4
O=C(c1ccn[nH]1)N1CCN(c2nccc(C(F)(F)F)n2)CC1,-12,nt,10
CC(Oc1ccc(N(C)C(N)=O)cc1)c1nnc(-c2cccs2)o1 (stereo unspecified),2,nt,3
COCCN(Cc1nc2scc(-c3cccc(Cl)c3)c2c(=O)[nH]1)CC(O)CN1CCOCC1 (stereo unspecified),-9,-3,15
CC1=NC2=C(C(=O)CC(c3ccccc3)C2)C(c2ccccc2OCc2ccccc2)C1C(=O)OC1CCCCC1 (stereo unspecified),-1,-6,-3
COc1ccc(N(C)C(=O)C2(c3cccc(C(F)(F)F)c3)CCCC2)cn1,-11,nt,1
COc1ncccc1-c1ccc(S(N)(=O)=O)s1,-3,nt,20
CSc1cccc(CN(C(=O)C2CNCCO2)C(C)C)c1 (stereo unspecified),-6,nt,-4
CCc1nc2c(OCCN3C(=O)c4ccccc4C3=O)cccn2c1N(C)C(=O)c1ccc2c(c1)OCO2,4,0,-19
COCCN1CCN(C(=O)C2CCN(c3cc(C)cc(C)c3)C2=O)CC1 (stereo unspecified),-3,-3,nt

Sorted by molar mass (rising): four of the compounds above.
SMILES,hcGAS lum,mcGAS lum,NPYLR7 agonist
N#Cc1ccccc1NC(=O)CN1CCCCCC1,-4,nt,0
C=CCN(Cc1ccccc1OC)C(=O)c1ccc(NC(C)=O)cc1,0,-11,-5
c1ccc(Oc2cccc(-c3ccc4nnc(-c5ccc6nccnc6c5)n4c3)c2)cc1,-6,-8,11
CCN(CC)CCN(C(=O)c1ccccc1OC)c1nc2c(F)cc(F)cc2s1,-8,-6,-6

(continued)
SMILES,hcGAS lum,mcGAS lum,NPYLR7 agonist
Cc1cc(C)n(-c2ccc(C(=O)NCCSc3nnnn3C)cc2)n1,-3,nt,-8
O=C(N[C@@H](Cc1ccccc1)C(=O)CCl)OCc1ccccc1,-2,11,4
Cc1nc(-c2ccccc2)sc1C(=O)NCCCn1nc(-c2ccccc2)ccc1=O,5,nt,3
COc1cc(CN2C(=O)C(C)(C)ON=C2c2ccc(F)cc2)cc(OC)c1,8,nt,-2
COc1ccc(CNC(=O)c2sc(=O)n(CC(=O)N(C)C)c2C)cc1,-5,nt,14
COCCN(Cc1ccc(C(C)(C)C)cc1)Cc1cccn1Cc1cccc(C)c1,1,-3,17
CCc1ccc2nc(N(Cc3cccnc3)C(=O)c3ccc([N+](=O)[O-])o3)sc2c1,0,-5,-10
CCCS(=O)(=O)CC(=O)Nc1ccc(Nc2ccccc2)nc1,-19,nt,-7
O=C(c1ncoc1-c1ccccc1)N(Cc1ccc2c(c1)OCO2)Cc1cccc2c1OCO2,-11,nt,21
Cn1c(SCc2ccccc2C(F)(F)F)n[nH]c1=O,-6,nt,-5
O=C(NC1CCN(c2ccccc2C(=O)N2CCN(c3ccc(Cl)cc3)CC2)CC1)C1CCC1,-6,nt,0
O=C(NC1CCCc2ccccc21)c1ccccc1C(=O)N1CCCC1 (stereo unspecified),6,nt,-6
COCCN(Cc1ccc(OS(=O)(=O)c2cccc(C(F)(F)F)c2)cc1)C(=O)c1cccc(OC)c1,-5,-5,-3
Cc1noc(-c2ccc(OC(F)(F)F)cc2)c1C(=O)NCCC(c1ccccc1)c1ccccc1,-5,-8,20
Cc1c(C(=O)OC2CCC3CN(C(=O)OC(C)(C)C)CC32)cnn1C (stereo unspecified),-5,nt,9
O=C(COCc1ccccc1)N1CCN(Cc2ccc(-c3noc(-c4cccs4)n3)cc2)CC1,-2,-5,5
Cc1ccc(C2SC(C)C(=O)N2CCN2CCCC2)cc1 (stereo unspecified),-5,-5,nt
Cc1ccc2nc(C)c(C(=O)N3CCCN(c4ccncc4C)CC3)n2c1,-2,-16,-3
CC(=O)C(C#N)C(=O)Nc1cc(Br)ccc1Br (stereo unspecified),35,29,-2
COCCNC(=O)c1cc2sccc2n1Cc1ccc2c(c1)OCO2,-5,nt,6
CCN1CCN(C(=O)c2ccccc2N2CCC(NC(=O)c3ccc(C(F)(F)F)cc3)CC2)CC1,-3,nt,0
O=C(c1noc2c1CCCC2)N1CCC(CO)(Cc2ccccc2C(F)(F)F)CC1,-4,nt,6
CC(C)Nc1ccc(C(=O)NCCc2ccccc2)cn1,-5,-4,3
CC(=O)Nc1cccc(NC(=O)c2c(-c3c(Cl)cccc3Cl)noc2C)c1,-1,nt,5
COc1cccc(-c2cc(C(=O)NC3CCCCNC3=O)n3nc(C(C)(C)C)cc3n2)c1 (stereo unspecified),-7&-5,-7&-6,-6&-1

Part of the list above, with each value named.
Cc1nc(-c2ccccc2)sc1C(=O)NCCCn1nc(-c2ccccc2)ccc1=O
  hcGAS lum: 5; mcGAS lum: nt; NPYLR7 agonist: 3

O=C(N[C@@H](Cc1ccccc1)C(=O)CCl)OCc1ccccc1
  hcGAS lum: -2; mcGAS lum: 11; NPYLR7 agonist: 4

(continued)
SMILES,hcGAS lum,mcGAS lum,NPYLR7 agonist
CC1=C(C(=O)N(C)C)C(c2cccc(Oc3ccccc3)c2)NC(=S)N1 (stereo unspecified),-4,nt,8
COc1cn(CC(=O)Nc2ccccc2)c(CSc2ncccn2)cc1=O,-8,-8,-4
O=C(NCC(F)(F)C(F)(F)F)c1ccc(-c2ccc3c(c2)OCO3)s1,-10,-8,4
CC1CC(C)CN(CC(=O)NCc2ccc(Cl)cc2Cl)C1 (stereo unspecified),-8,nt,-3
O=C(NCC1CCCO1)c1cc(NC(=O)C(Cl)c2ccccc2)ccc1N1CCc2ccccc2C1 (stereo unspecified),3,0,-5
CN(CCO)P1(=O)C=C(c2ccccc2)SC(c2ccccc2)=C1,2,nt,1
Cc1ccc(NC(=S)NCc2ccc3c(c2)OCO3)nc1,-3,nt,12
CC1(C)N=C(c2ccccc2)C(=S)N1C(=O)c1ccc(Br)cc1,-6,0,3
